Source: PubChem BioAssay
HePTP inhibitor: human HePTP phosphatase inhibition; 0.64% of 110,000 active; P35236; recombinant HePTP phosphatase activity, OD absorbance; AID 521; inhibition, % at 20 µM; in the data active means inhibition above about 50%;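 further: plate controls were vehicle for no effect and reference inhibitor for full effect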
Target sequence (P35236 whole entry, looked up): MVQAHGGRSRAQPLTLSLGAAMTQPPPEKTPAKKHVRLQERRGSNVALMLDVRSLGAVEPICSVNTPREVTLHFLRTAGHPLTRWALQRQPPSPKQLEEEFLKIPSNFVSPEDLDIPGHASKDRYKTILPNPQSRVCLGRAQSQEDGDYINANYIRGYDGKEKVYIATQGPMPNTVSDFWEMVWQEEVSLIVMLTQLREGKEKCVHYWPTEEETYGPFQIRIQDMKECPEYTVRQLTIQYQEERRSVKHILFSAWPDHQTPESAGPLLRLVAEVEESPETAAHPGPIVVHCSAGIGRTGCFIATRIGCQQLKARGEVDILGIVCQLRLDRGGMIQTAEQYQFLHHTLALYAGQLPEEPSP
BAP1 block: inhibitors of human BAP1 deubiquitinase | Q92560 | recombinant BAP1, Ub-AMC hydrolysis fluorescence kinetic; hits give low values | activity remaining (% of control), % at 20 µM | 0.48% of 72,000 active;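 active means activity remaining at or below 50% of control, provided the compound also passes the data quality filters; inactive means the rest, including low values that fail the filters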;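 further: 100% = DMSO wells rate and 0% = substrate alone blank rate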
* hit, by the source's call; / = no result given; & = joins results of further samples.

Results follow in this order: HePTP inhibitor	BAP1 block
COc1cc(OC)c(C2CC(=O)N3CN(c4ccccc4C)CSC3=C2C#N)cc1OC (stereo not drawn)
  6.0	89.2
CCOP(=O)(CN1CCN(CP(=O)(OCC)OCC)CC1)OCC
  2.7	/
COc1cc2c(cc1OC)C(c1cccnc1)CC(=O)N2 (stereo not drawn)
  5.6	92.0
Cc1nc(S(=O)(=O)N(C)c2ccccc2)c(C#N)c(C)c1Cl
  -5.4	110.0
C=CCNc1nc(-c2sc(NC(=O)CC)nc2C)cs1
  9.5	77.1
Cc1ccc(NC2=NC(C(=O)Nc3ccc(C)c(C)c3)CC(=O)N2)cc1 (stereo not drawn)
  10.7	/
CC(=C(C#N)C#N)c1ccc2c(c1)OCCO2
  -24.9	/
Nc1nc(N2CCN(C/C=C/c3ccccc3)CC2)nc2ccccc12
  4.4	221.4
Cc1ccc(C)c(S(=O)(=O)n2cnc3ccccc32)c1
  8.4&1.6	90.6
Cc1ccc(NCc2nnc(SCC(=O)Nc3ncc(C)s3)n2Cc2ccco2)c(C)c1
  -1.1	73.9
CCOC(=O)C1CCN(S(=O)(=O)c2cc(Br)cc3c2N(C(=O)C2CC2)CC3)CC1
  8.2	/
O=C(CCCc1ccccc1)NCc1cn2ccsc2n1
  10.9	85.1
CCc1ccc(C2CC(c3ccc(F)cc3)Nc3nc(N)nn32)cc1 (stereo not drawn)
  -6.6	112.3
Cc1cc(C)c(-c2nn(-c3ccccc3)cc2C=O)c(C)c1
  -2.8	/
CCOc1cc(C(=O)N2CCN=C2SC)cc(OCC)c1OCC
  11.9	98.4

Results follow in this order: HePTP inhibitor	BAP1 block
COC(=O)C1=C(C)n2nnnc2NC1c1ccc(Cl)cc1 (stereo not drawn)
  -5.5	85.7
Cn1c(Cn2c(=O)sc3ccccc32)nnc1SCC(=O)NC1CCCC1
  -0.2	90.8
CCCc1cc(C(=O)OC)c(NC(=O)c2ccc(OCC(C)C)cc2)s1
  5.8	/
O=C(CSc1nc(-c2ccco2)cc(C(F)(F)F)n1)N1CCN(Cc2ccccc2)CC1
  3.5	83.7
CC(C)CNC(=O)C1CCN(c2ccc(S(=O)(=O)N3CCOCC3)cc2Cl)CC1
  3.5	95.6
COc1ccc(CC(=O)Nc2ccc(Br)cc2F)cc1OC
  -18.4	/
COc1ccc(C2=Nn3c(nnc3-c3cccnc3)SC2)cc1OC
  4.8	116.9
COc1ccc(OC)c(NS(=O)(=O)c2ccc3c(c2)n(C)c(=O)n3C)c1
  6.6	124.1
O=c1[nH]n(-c2ccccn2)c(=O)c2ccccc12
  9.2	96.9
Cc1cc(Cl)cc(Cl)c1OCCCCN1CCCCC1
  9.1	/
O=C(O)CCCC(=O)Nc1ccc(N2CCCC2)cc1
  5.4	96.0
CCOC(=O)c1ccc(NC(=O)COc2ccccc2Cl)cc1
  6.4	/
COc1cc(C=C2C(=O)N(C)C(=O)N(C)C2=O)ccc1OC(C)c1ccccc1 (stereo not drawn)
  3.2	/
O=c1[nH]c(=S)n(-c2ccc(Cl)c(Cl)c2)c(O)c1/C=C1/C=Nc2ccccc21
  -12.9	/
Cc1ccccc1OCC(O)Cn1c(N2CCN(c3ccccc3)CC2)nc2c1c(=O)[nH]c(=O)n2C (stereo not drawn)
  3.5	163.9

Results follow in this order: HePTP inhibitor	BAP1 block
Cc1ccc(S(=O)(=O)N2CCC(C(=O)NCCCN3CCCCCC3)CC2)cc1
  4.0	94.2
Cc1cc(NC(=O)c2ocnc2C)no1
  -8.6	69.1
CC(C)C(=O)NC(c1ccc(N(C)C)cc1)c1ccc2cccnc2c1O (stereo not drawn)
  /	76.1
Cc1ccc2nc(/C(C#N)=C\c3ccc(N4CCCCC4)c([N+](=O)[O-])c3)[nH]c2c1
  7.6	/
CN(C)c1ccc(CNCCC2(O)CCOC(C)(C)C2)cc1 (stereo not drawn)
  0.2	77.6
O=C(Nc1cccnc1)c1noc2c1CCCC2
  7.8	97.4
O=C(c1cc2ccccc2o1)N1CCCCCC1
  3.8	130.0
COc1ccc(OC)c(NC(=O)NC2(C(F)(F)F)Oc3ccccc3O2)c1
  -7.3	/
Cc1occc1C(=O)NCc1cccnc1
  8.2	/
Cc1cc(C)c2c(CC(=O)Nc3ccc(Cl)cn3)coc2c1
  7.0	/
Cn1c(NCc2ccccc2)cc(=O)n(C)c1=O
  10.6&-2.1	71.9
COc1ccccc1NC(=O)COc1cccc(-n2cnnn2)c1
  9.5	92.3
O=C(CN1C(=O)c2cccc3cccc(c23)C1=O)OCc1ccc2c(c1)OCO2
  2.9	/
COC(=O)c1cc(C(=O)Nc2cc(Cl)ccc2OC)cc([N+](=O)[O-])c1
  7.7	/
CCOC(=O)c1c(NC(=O)c2ccco2)sc2c1CCCCC2
  3.0	524.7

Results follow in this order: HePTP inhibitor	BAP1 block
COCCN(C(=O)Cn1nnc2ccccc21)C(C(=O)NC1CCCC1)c1cc(OC)ccc1OC (stereo not drawn)
  0.8	101.7
CCOc1ccccc1NC(=O)N1CCCC(c2nc3c(nnn3Cc3ccc(C)cc3)c(=O)[nH]2)C1 (stereo not drawn)
  2.2	/
CC(NC(=O)CN1CCCCC1)C1COc2ccccc2O1 (stereo not drawn)
  -13.0	/
Cc1cccc(C(=O)Nc2ccccc2C(=O)OCc2c(C)noc2C)c1
  7.5	/
CN1C(=O)NC(=O)/C(=C/c2ccc(-c3ccc(F)cc3)o2)C1=O
  3.0	/
CCOC(=O)C1CCCN(c2c(Nc3ccc(C)c(C)c3)c(=O)c2=O)C1 (stereo not drawn)
  0.4	77.6
CCOC(=O)C1=C(O)/C(=C/c2ccco2)SC1=Nc1cccc(Cl)c1
  11.5	/
COC(=O)COc1cc(C)cc2oc(=O)c(CC(=O)OC)c(C)c12
  7.3	62.9
COc1cc(OC)cc(C(=O)Nc2ncc3c(n2)CC(C)(C)CC3=O)c1
  7.5	102.8
CCc1cc2c(CN3CCN(C)CC3)cc(=O)oc2cc1O
  -0.6	/
COc1ccccc1CC(=O)NCC1CCCO1 (stereo not drawn)
  11.8	91.6
CCOC(=O)CSc1nc(-c2ccc3c(c2)OCO3)ccc1C#N
  8.0	81.9
CCOC(=O)Cc1csc(NC(=O)C2CCCN(S(=O)(=O)c3cnc[nH]3)C2)n1 (stereo not drawn)
  5.7	98.6
Cc1cc(C)nc(-n2nc(C)c3c(C(F)F)cc(C)nc32)n1
  1.2	91.2
O=C(Cc1c[nH]c2ccccc12)NCc1ccc2c(c1)OCO2
  4.8	105.9

Results follow in this order: HePTP inhibitor	BAP1 block
O=C(Nc1cccnc1)c1cccc2c1C(=O)c1ccccc1-2
  1.2	/
O=C1C(Cl)=C(Nc2ccc(Cl)cc2)C(=O)c2ccccc21
  -6.0	/
CCOC(=O)c1c(NC(=O)CC2Sc3ccc(C(F)(F)F)cc3NC2=O)sc(C)c1C (stereo not drawn)
  11.0	/
Cc1cc(C)n(-c2cc(-c3ccccc3)nc(-c3ccccc3)n2)n1
  14.0	/
N[C@@H](Cc1ccccc1)c1nnc(SCc2ccccc2F)o1
  12.6	/
COC(=O)C1=C(C)NC2=C(C(=O)CC(c3cccs3)C2)C1c1ccc(C)s1 (stereo not drawn)
  -11.1	/
CC(C)c1ccc(CNC(=O)CSCC(=O)Nc2ccc3ccccc3c2)cc1
  -12.4	/
O=C1C(c2ccncc2)=C(O)c2ccccc21
  -8.9	81.3
O=C(C1CCN(S(=O)(=O)Cc2ccccc2)CC1)N1CCCc2ccccc21
  -0.1	104.2
Cc1ccnc(NC(=O)c2cc(I)ccc2Cl)c1
  2.7	/
CCn1c(COc2ccccc2C)nnc1SCC(=O)OC
  0.5	91.8
O=C(CSc1ncn[nH]1)OCN1C(=O)c2ccccc2C1=O
  1.4	108.4
O=C(C1=COCCO1)N1CCN(C(c2ccccc2)c2ccccc2)CC1
  7.6	105.1
COCCCNC(=O)CS(=O)(=O)Cc1nc(-c2cccc(OC)c2)oc1C
  3.7	87.7
COc1ccc(NC(=O)CN(c2ccc(Br)cc2)S(C)(=O)=O)cc1OC
  -12.4	/

Results follow in this order: HePTP inhibitor	BAP1 block
Cc1ccc(S(=O)(=O)CCc2nnc(NC(=O)c3cnccn3)s2)cc1
  1.4	94.6
COc1ccc(OC)c(C2CC(=O)N3CN(c4cccc(Cl)c4C)CSC3=C2C#N)c1 (stereo not drawn)
  -3.8	49.2*
Cc1onc(-c2ccccc2)c1C(=O)Nc1ccncc1
  4.8	83.3
Cc1ccc(Cl)cc1N1C(=O)C2C3C=CC(CO)(O3)C2C1=O (stereo not drawn)
  2.5	/
O=C(c1ccc([N+](=O)[O-])cc1)N1CCCc2ccccc21
  /	85.3
Cc1c(NC(=O)C(C)N2C(=O)C3C4C=CC(C4)C3C2=O)c(=O)n(-c2ccccc2)n1C (stereo not drawn)
  6.0	95.7
CCCN(C=O)/N=C/c1ccc([N+](=O)[O-])cc1O
  1.5	/
CC(C)(C)C(=O)COc1ccc2c(-c3ccccc3)cc(=O)oc2c1
  5.0	/
COc1ccc(CNC(=O)c2c(O)c3cccc4c3n(c2=O)CCC4)cc1
  0.8	99.3
O=C(CCCOc1ccccc1)Nc1ccc(F)cc1
  7.0	/
COc1ccc(C(=O)Nc2ccccc2C(N)=O)cc1
  3.8	119.4
N/C(=N\OC(=O)c1ccccc1Br)c1ccc(Cl)cc1
  -2.4	/
CN(C=C1C(=O)CC(C)(C)CC1=O)CCN1CCNCC1
  -6.0	75.1
Cc1ccc(-c2ccccc2)n1-c1ccc2c(c1)OCO2
  -19.8	/
CC1=CC(C)(C)Nc2ccc(OC(=O)c3ccc(Cl)c([N+](=O)[O-])c3)cc21
  4.9	/

smiles	HePTP inhibitor	BAP1 block
O=C(CSc1nnc(-c2ccccc2)o1)n1c2c(c3ccccc31)CCCC2	-4.8	57.2
CC(C)Oc1ccccc1-c1cc(C(=O)O)c2ccccc2n1	2.7	/
O=C(COc1ccc(Cl)cc1Cl)Nc1ccc2c(c1)oc1ccccc12	-2.1	/
CCCCn1nnc(NC(=O)c2ccc(-c3ccccc3)cc2)n1	3.0	/
COCCn1c(=S)[nH]c2ncccc2c1=O	11.7	90.5
CCOc1cccc(C(=O)Nc2ccc(NC(=O)c3ccc(C(C)(C)C)cc3)cc2)c1	/	50.3
CN(C)CCCOC(=O)c1cc2ccccc2o1	8.1	102.0
CCOc1ccccc1NC(=O)C1C2CCC3C(CCC21)C3(Cl)Cl (stereo not drawn)	-8.0	/
O=C(CSc1nc(O)c(Cc2ccccc2)c(=O)[nH]1)Nc1cccc2ccccc12	6.0	/
CCOC(=O)C1CCN(c2nc3cc(OC)ccc3cc2C#N)CC1	7.1	43.7*
COc1cc(OC)c(S(=O)(=O)N2CCCCC2)cc1S(=O)(=O)N1CCCCC1	11.3	81.5
Cc1nnc(NC(=O)Nc2ccc(Cl)c(Cl)c2)s1	8.7	/

smiles	HePTP inhibitor	BAP1 block
O=[N+]([O-])c1ccccc1S(=O)(=O)NCc1ccc2c(c1)OCO2	8.1	/
CCOC(=O)C1CCN(C(=O)c2ccccc2Oc2ccccc2)CC1	5.4	91.1
CN1C(=O)C(C(=O)NC(C)(C)C)C2c3ccccc3OC13CCCCC23 (stereo not drawn)	4.6	114.0
Cc1oc(-c2ccccc2F)nc1CN1CCC(C(=O)NCc2ccco2)CC1	-4.5	108.6
COc1ccc(NC(=O)N2c3ccccc3CC2C)cc1OC (stereo not drawn)	-3.6	73.2
CCCCCn1c(=S)[nH]c2ncccc2c1=O	8.1	61.6
CC1(C)CC(=O)c2c(oc3ccc(NS(=O)(=O)c4ccc(Cl)cc4)cc23)C1	-12.0	/
CCOC(=O)N1CCN(S(=O)(=O)c2ccc3c(c2)CCN3C(=O)C2CC2)CC1	7.1	94.4
COC(=O)c1sc(NC(=O)CSc2nnc(C(C)C)n2C)nc1C	-3.7	115.4
Cc1cccc(NC(=O)c2sc3nc(-c4ccc(F)cc4)cn3c2C)n1	8.8	61.9
O=[N+]([O-])c1cc(C(F)(F)F)ccc1N1CCN(C/C=C/c2ccccc2)CC1	10.2	/
COc1ccc(-c2cc(C(F)(F)F)n3nc(C(=O)O)cc3n2)cc1OC	2.1	82.3

smiles	HePTP inhibitor	BAP1 block
Cc1ccccc1NC(=O)c1ccccc1NC(=O)c1ccco1	2.1	113.0
COc1ccccc1OCc1ccc(C(=O)NCc2ccco2)o1	11.0	50.1
COc1cc(-c2nnc(SCc3cccnc3)n2C)cc(OC)c1O	-3.1	104.9
COC(=O)CN(c1cccc(Cl)c1Cl)S(=O)(=O)c1ccccc1	-6.4	/
CCC1CCCCN1C(=O)CSc1nnc(CNC(=O)c2cc(OC)c(OC)c(OC)c2)o1 (stereo not drawn)	-0.6	120.5
CC(NC(=O)c1cncc(Br)c1)c1ccc(S(N)(=O)=O)cc1 (stereo not drawn)	-4.6	89.2

An excerpt from above in order of count of non-hydrogen atoms, low to high:
smiles	HePTP inhibitor	BAP1 block
COC(=O)CN(c1cccc(Cl)c1Cl)S(=O)(=O)c1ccccc1	-6.4	/
Cc1ccccc1NC(=O)c1ccccc1NC(=O)c1ccco1	2.1	113.0
COc1cc(-c2nnc(SCc3cccnc3)n2C)cc(OC)c1O	-3.1	104.9
Cc1cccc(NC(=O)c2sc3nc(-c4ccc(F)cc4)cn3c2C)n1	8.8	61.9
O=[N+]([O-])c1cc(C(F)(F)F)ccc1N1CCN(C/C=C/c2ccccc2)CC1	10.2	/
CCC1CCCCN1C(=O)CSc1nnc(CNC(=O)c2cc(OC)c(OC)c(OC)c2)o1 (stereo not drawn)	-0.6	120.5
